# LGR2 antag: inhibitors of bursicon-induced Drosophila LGR2 receptor cAMP signaling; HEK293 LGR2, CRE-luciferase, bursicon-stimulated, 4 h; AID 720647; hit rate 0.35% among 380,000; inhibition, % at 9.99 µM;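 active = drop in luminescence signal, shown as inhibition above about 50% in the replicate tests, limit read from the data, passing the limit was not always enough; inconclusive = probably only some replicates passing the limit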;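 note: agonist challenge used bursicon conditioned medium at about half maximal strength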
# Statin myotox sup: suppressors of simvastatin-induced myotoxicity in C2C12 myotubes; ATP luminescence, 48 h; scaled: DMSO 0, geranylgeraniol control 100; rescue of ATP level, % at 7.49 µM; hit rate 0.78% among 330,000;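 active = mean ATP rescue above about 67%, or every replicate alone reaching that limit, limit read from the data, passing the limit was not always enough; inconclusive = no clear call, values can overlap the other calls; inactive = mean under the limit and some replicate under it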;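 note: myotubes were challenged with 10 µM simvastatin during compound exposure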
# ARNT TACC3 PPI: ARNT/TACC3 interaction disruption; hit rate 0.66% among 390,000; AlphaScreen His-ARNT PAS-B/GST-TACC3 binding, luminescence; TACC3 fragment carries E629A point mutation; inhibition, % at 9.99 µM; AID 623870;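 active = mean inhibition of replicates at least 50% and at least half of replicates each reaching 50%; inconclusive = half or more replicates reach 50% but mean below 50%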;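 note: 0% = complete ARNT plus TACC3 wells and 100% = ARNT alone without TACC3; many hits fall short of the cut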
# INS-1E GSIS act: primary screen for activators of insulin secretion dependent on glucose, INS-1E cells, GLuc reporter luminescence | INS-1E GLuc reporter insulin secretion, 2-3 h | hit rate 0.61% among 370,000 | activation, % at 16.6 µM;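 active = lowest replicate activation of at least 40%, so every replicate reaches that level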;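 note: 0% = median of neutral control wells and 100% = median of IBMX positive control wells; some compounds called inactive have numbers as strong as hits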
# Cneo AK release: causes C. neoformans cell lysis; adenylate kinase release luminescence, 4 h; normalised: neutral wells 0, clomiphene wells 100; lysis activity, % at 15 µM; hit rate 0.2% among 360,000;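 active = mean lysis activity across replicates of at least 80%, whatever share of replicates individually reach that level; inactive = mean lysis activity below 80%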
#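 Test system: log-phase Cryptococcus neoformans yeast cells. Input: 5 × 10^6 yeast cells/mL. Medium: fresh YPD growth medium. Doses: single dose. Incubation: static 4 h at 37 °C with compound, 1 h detection. Measured by: luminescent adenylate kinase detection reagent. Read-out: signal increase indicating cell lysis. Benchmarks: Clomiphene.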
# PglD DTNB: PglD (C. jejuni) enzyme inhibition. purified PglD enzyme, DTNB colorimetric CoA detection. inhibition, % at 12.5 µM. hit rate 0.098% among 360,000. AID 602405; in the data active = inhibition above about 16%, passing the limit was not always enough; inconclusive = no clear call, values can overlap the other calls; note: strong numbers were not always called active
# PGC1a acetyl inh: PGC1a acetylation modulation, inhibitor mode | U2OS PGC1a acetylation, AlphaScreen anti-acetyl-lysine; with virally co-expressed GCN5 acetyltransferase | inhibition, % at 15.6 µM | hit rate 0.17% among 350,000 | AID 651687;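 active = every replicate shows inhibition of at least 40%; inconclusive = mean inhibition at least 40% but some replicate below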;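 note: 0% = neutral control wells and 100% = positive control wells; some results beyond the cut were filed as inactive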
# PAX8 inh HTS: lowers PAX8-driven luciferase in RMG-I cells. RMG-I TPO-luciferase reporter, SteadyGlo, 24 h. inhibition, % at 12.6 µM. hit rate 1.2% among 360,000. AID 652154;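 active = mean replicate inhibition at least 60% with every replicate also reaching 60%; inconclusive = only one of the two criteria is met; inactive = mean below 60% and not all replicates reaching 60%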;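 note: luciferase light reporting Pax8 driven TPO promoter activity; plate controls were median of neutral control wells for no effect and mitoxantrone controls for full effect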
# Active calls of the source: *; ? = inconclusive; . = no result given; & = joins results of further samples.
# Every second line gives: LGR2 antag	Statin myotox sup	ARNT TACC3 PPI	INS-1E GSIS act	Cneo AK release	PglD DTNB	PGC1a acetyl inh	PAX8 inh HTS
- O=C(Nc1nnc([C@H]2C[C@H](O)[C@@H](CO)O2)s1)c1cccc(OC(F)(F)F)c1
→ -15	6	.	23	-1	-3	8	-9
- O[C@@H]1Cc2ccccc2O[C@H]1c1ccccc1
→ 2	2	-1	4	-1	-1	-18	29
- CCCOc1ccc(N2CC(C(=O)Nc3ccc4c(c3)OCO4)CC2=O)cc1 (stereo unspecified)
→ -9	8	.	4	-1	-6	0	12
- CCC(=O)NC(=S)Nc1ccc(S(=O)(=O)NC(C)=O)cc1
→ .	4	-3	.	0	-17	-1	.
- O=C(C1=C(O)C(=O)N(c2nccs2)C1c1ccccc1)c1cc2ccccc2o1 (stereo unspecified)
→ -40	.	1	-27	2	2	-4	-50
- N#CCSc1nc2ccc(N3CCOCC3)cc2c(=O)n1CCc1ccccc1
→ .	11	-4	.	-2	.	2	-20
- C[C@@H]1CCCCO[C@H](CN(C)Cc2ccc3c(c2)OCO3)[C@H](C)CN([C@H](C)CO)C(=O)c2cc(NS(=O)(=O)c3cn(C)cn3)ccc2O1
→ 12	24	-2	7	-3	-4	-3	3
- Cc1ccccc1-c1cccc([C@@H]2C[C@H]3[C@H](CON3C)CN2Cc2cc(Cl)cc(Cl)c2)c1
→ 12	-1	1	3	1	4	-3	1
- Cc1noc(C)c1NC(=O)N(C)C[C@H]1Oc2ccc(NC(=O)Cc3cn(C)c4ccccc34)cc2C(=O)N([C@@H](C)CO)C[C@H]1C
→ 0	-4	-1	23	-5	8	-9	.
- CCCCN(C(=O)CCC(=O)Nc1cc(C)on1)C(C(=O)NC(C)(C)C)c1ccccc1Cl (stereo unspecified)
→ 21	-1	7	-10	-2	-1	.	1
- CC1CCCCC1NC(=O)c1ccc(CSc2nc3ccncc3[nH]2)cc1 (stereo unspecified)
→ -9	0	-3	3	0	2	-9	-21
- C[C@@H]1CN([C@H](C)CO)C(=O)c2cc(NC(=O)Cc3ccccc3)ccc2O[C@H]1CN(C)S(=O)(=O)c1cn(C)cn1
→ -3	-17	-4	12	-1	0	-1	.
- COc1ccc(NC(=O)Nc2cccc3c2O[C@@H](CN(C)S(=O)(=O)c2ccc(Cl)cc2)[C@H](C)CN([C@H](C)CO)C3=O)cc1
→ -2	-39	0	-10	5	-48	1	11
- COCCNC(=O)C1(C)CCCN(C(=O)c2ccco2)C1 (stereo unspecified)
→ 11	0	.	-2	-2	1	.	-9
- O=C(COc1ccccc1)NCCSCc1ccc(Cl)cc1
→ -2	.	-5	-1	.	.	.	-14
- CC(C)(O)C#Cc1ccc([C@@H]2[C@@H](CO)N3CCCCN(C(=O)c4ccc(F)cc4)C[C@H]23)cc1
→ -28	4	-2	8	-2	2	-3	10
- C[C@@H]1CN([C@@H](C)CO)C(=O)c2cccc(NS(=O)(=O)c3ccccc3)c2O[C@H]1CN(C)Cc1ccccc1
→ 10	10	-21	-4	41	3	6	-9
- CCOC(=O)Cn1c(=O)n(Cc2ccco2)c(=O)c2ccc(C(=O)NC3CCCC3)cc21
→ 20	-15	2	.	5	-1	.	5
- Cc1nc(C(=O)NCC(=O)c2ccccc2)c(C(F)(F)F)o1
→ 1	1	0	1	-1	1	25	9
- NC(=O)C1CCCN(CC(=O)Nc2ccccc2C(=O)NC2CC2)C1 (stereo unspecified)
→ -2	-3	-3	24	-1	-5	6	-34
- Cc1cccn2c(=O)c3cc(C(=O)NCCN4CCOCC4)c(=N)n(Cc4ccc(F)cc4)c3nc12
→ -3	64	4	22	0	-7	.	75*
- O=C(CN1CCOCC1)Nc1c2c(nc3ccccc13)N(Cc1ccccc1)CC2
→ .	1	-1	.	-5	4	-11	.
- O=C(NCCCN1CCCC1=O)c1sc2ccccc2c1Cl
→ -13	-1	-5	38	1	6	-1	-42
- CO[C@H]1CN(C)C(=O)c2cc(NC(=O)Nc3cc(F)ccc3F)ccc2OC[C@@H](C)N(C(=O)c2cnccn2)C[C@@H]1C
→ -22	-10	0	-8	-2	-1	1	2
- O=C(O)c1cccc(CSc2nc(-c3ccc(Cl)cc3)cc(C(F)(F)F)n2)c1
→ .	.	0	.	0	4	-3	.
- O=C(COc1coc(CN2CCN(c3ccccc3)CC2)cc1=O)NC1CCCC1
→ 1	1	-8	-4	1	-2	-12	-2
- O=C(NCc1cccnc1)c1ccccc1NS(=O)(=O)c1ccc(F)cc1F
→ 10	11	-8	-30	-1	3	4	-19
- CC(C)CNC(=O)C1(C)CCCN1C(=O)c1cc2ccccc2s1 (stereo unspecified)
→ 7	-10	.	1	0	0	7	-9
- COc1cccc(C(=O)NCCS(=O)(=O)NCCCc2ccccc2)c1
→ 9	6	-1	-14	-3	-5	4	.
- O=C(Nc1ccc(Cl)cc1)N1C[C@@H]2[C@H](c3ccccc31)[C@@H](CO)N2CC1CCCCC1
→ 20	-78	2	-28	-1	1	-25	37
- N#C/C(=C\c1ccccc1)C(=O)Nc1ccccn1
→ 2	5	10	12	-1	-5	4	8
- O=C(CNC(=O)c1sc2ccccc2c1Cl)NCc1ccccc1
→ 8	.	-4	3	1	-4	?	7
- COCC#Cc1cnc2c(c1)C(=O)N([C@H](C)CO)C[C@@H](C)[C@H](CN(C)C(=O)C1CCC1)O2
→ -4	6	-6	2	61	13	13	.
- CCO[C@H]1OC(C(=O)NCc2ccccc2)=C[C@@H](c2ccc3c(c2)OCO3)[C@@H]1CCCO
→ -6	7	2	-32	0	12	2	4
- Cc1noc(C)c1NC(=O)N[C@H]1CC[C@H](CCNC(=O)C2CC2)O[C@H]1CO
→ 13	-3	-9	17	-9	-3	6	7
- O=c1[nH]ncc2c3ccccc3n(Cc3ccccc3F)c12
→ .	-18	-3	.	3	-9	31	.
- CC(C)OC(=O)CSc1nc2cc3c(cc2cc1C#N)OCO3
→ .	3	-3	.	1	0	-10	.
- CCCCOC(=O)CSC1=C(C#N)C(c2ccccc2OC)C(C#N)C(=O)N1 (stereo unspecified)
→ .	5	-1	.	7	2	-4	7
- CCCNC(=O)N1[C@H](CO)[C@H](c2ccc(C3=CCCC3)cc2)[C@@H]1C#N
→ 6	3	-3	10	-1	-6	-3	-21
- CCS(=O)(=O)Nc1ccc2c(c1)C(=O)N(C)C[C@H](OC)[C@H](C)CN(CC1CCCCC1)[C@H](C)CO2
→ -11	8	-3	-2	-4	-1	.	3
- COc1ccc(NC(=O)N(C)C[C@H]2OCCCC[C@H](C)Oc3ccc(NS(=O)(=O)c4ccc(OC)cc4)cc3C(=O)N([C@H](C)CO)C[C@@H]2C)cc1
→ -12	.	21	3	42	-2	-6	-8
- Cc1nc(CCNC(=O)C2CCC(=O)N(CCc3cccc(F)c3)C2)sc1C (stereo unspecified)
→ -1	5	1	13	-8	1	2	-23
- CN(c1ccccc1)S(=O)(=O)c1cccc(NC(=O)CSc2nncs2)c1
→ -6	.	0	-26	-1	0	1	8
- O=C(C[C@H]1C=C[C@@H](NC(=O)Nc2cc(F)ccc2F)[C@H](CO)O1)NCc1ccccn1
→ -14	0	7	10	10	4	-6	0
- CN(CCC#N)C(=O)COc1ccc(Br)cc1Cl
→ 21	3	2	10	-2	0	-5	19
- COc1ccccc1NC(=O)CNC(c1ccccc1)c1ccccc1
→ -1	9	.	.	-1	-4	.	-6
- CS(=O)(=O)N(CC(=O)Nc1ccc(Br)cc1F)C1CCCCC1
→ -3	10	-1	-2	-2	-2	1	10
- COCc1ccc(C(=O)N(C)CC2CCCN(CCc3ccccc3F)C2)o1 (stereo unspecified)
→ -5	14	9	-2	2	0	-1	-4
- O=C(Nc1cccc([N+](=O)[O-])c1)C1C2CC/C=C\CCC21 (stereo unspecified)
→ -4	.	-8	-1	-7	-6	-4	-12
- COc1ccc(CNC(=S)N2CCN(S(=O)(=O)c3cccc(F)c3)CC2)cc1
→ 8	24	-10	-46	.	.	-5	3
- CCc1nc2ccc(C(=O)Nc3ccc4c(c3)OCC(=O)N4)cn2c1N(CC)CCOC
→ -1	-8	.	5	-1	2	18	-8
- CC1CCN(C(=O)c2[nH]cnc2C(=O)NCC(=O)OC(C)(C)C)CC1
→ -5	3	-2	-4	2	-9	23	-19
- Cc1noc(C)c1S(=O)(=O)Nc1ccc2c(c1)C(=O)N([C@H](C)CO)C[C@H](C)[C@H](CN(C)CC1CC1)OCCCC[C@H](C)O2
→ -16	.	-9	7	1	1	-6	8
- Nc1ccccc1Sc1ccc(C(F)(F)F)cc1[N+](=O)[O-]
→ -8	.	-18	-23	6	7	1	24
- CCOC(=O)C1CCN(C(=O)c2cc(C)n(C(C)(C)C)n2)CC1
→ -20	8	-4	8	-3	2	3	-58
- CCCC#Cc1ccc([C@H]2[C@H](CO)N3CCCCN(S(=O)(=O)Cc4ccccc4)C[C@@H]23)cc1
→ -1	-17	18	-18	14	1	-4	19
- CCO/C([O-])=N/c1c[n+](N2CCOCC2)no1
→ .	5&-5	1&-2	.	-1&3	-2&8	-1&4	-8&4
- COc1ccc(Nc2nc3c(C)cccn3c(=O)c2C=NCc2ccccc2)cc1
→ -14	.	5	-13	.	.	.	3
- COc1cccc(C#Cc2cnc3c(c2)C(=O)N([C@H](C)CO)C[C@@H](C)[C@@H](CN(C)C(=O)C2CCOCC2)O3)c1
→ 0	-9	-6	13	81*	-2	-4	-35
- N#CC1=C(N)C2=CCCC[C@H]2[C@H](c2cccc(F)c2)C1(C#N)C#N
→ -6	.	-2	-5	-1	6	-17	11

# Next records
# Every second line gives: LGR2 antag	Statin myotox sup	ARNT TACC3 PPI	INS-1E GSIS act	Cneo AK release	PglD DTNB	PGC1a acetyl inh	PAX8 inh HTS
- C[C@H](CO)N1C[C@H](C)[C@H](CN(C)S(=O)(=O)c2cn(C)cn2)Oc2ncc(C#Cc3ccc(F)cc3)cc2C1=O
→ -2	7	-3	5	-4	2	-4	.
- Cc1nccn1CCCNC(=O)CC1C(=O)NCCN1Cc1ccc(Cl)c(F)c1 (stereo unspecified)
→ 20	6	2	-2	1	-8	8	2
- O=[N+]([O-])c1cccc(/C=N/Nc2nnc(-c3ccccc3)c(-c3ccccc3)n2)c1
→ -16	.	-1	5	-1	0	.	1
- COc1cc(/C=C2\SC(=S)N(NS(=O)(=O)c3ccccc3)C2=O)ccc1O
→ -18	.	2	-1	1	-9	2	5
- CCN(CC)CCNC(=O)c1cc([N+](=O)[O-])c(N(C)C)cc1OC
→ 1	.	-5	3	0	-2	-2	-5
- O=C(/C=C/c1c(Cl)cccc1Cl)NCc1ccccc1
→ -16	.	-7	-8	2	7	.	.
- CN1C(=O)/C(=C/c2ccccc2OCc2ccc(C(=O)O)cc2)NC1=S
→ 12	-11	8	7	.	.	8	12
- Cc1cccc(NC(=O)c2ccc(OCC(=O)NCc3ccccc3)cc2)c1C
→ .	2	1	-5	36	2	-7	.
- Cc1ccc2nc(Cn3cc(C(F)(F)F)ccc3=O)cc(=O)n2c1
→ -6	38	-21	7	2	-4	11	-2
- O=c1c2cc(Cl)ccc2nc(-c2ccc(Cl)c(Cl)c2)n1O
→ 9	-157	0	5	3	-6	2	18

# Sorted by value in PGC1a acetyl inh (falling): 3 from the list above.
SMILES,LGR2 antag,ARNT TACC3 PPI,INS-1E GSIS act,PglD DTNB,PGC1a acetyl inh
N#C/C(=C\c1ccccc1)C(=O)Nc1ccccn1,2,10,12,-5,4
N#CCSc1nc2ccc(N3CCOCC3)cc2c(=O)n1CCc1ccccc1,.,-4,.,.,2
CS(=O)(=O)N(CC(=O)Nc1ccc(Br)cc1F)C1CCCCC1,-3,-1,-2,-2,1

# From PubChem BioAssay
